Assay outcomes as filed in PubChem.
HCMV antiviral = blocks human cytomegalovirus replication; HFF cells, HCMV-luciferase reporter, 72 h; stronger effect = lower value; activity change, negative = inhibition, % at 57.5 µM; actives 4.5% (n = 410,000); in the data active = activity change below about -60%; inconclusive = no clear call, values can overlap the other calls; inactive = above about -39%
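Steps: HFFs plated, 16 h 37C; compounds added; HCMV-luciferase added to MOI 1 PFU/cell; 72 h 37C; OneGlo reagent, 5 min room temperature; luminescence read, normalized to controls.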
* marks the source's active call; other numbers are inactive results; ? = inconclusive. % is set by controls: 0 for no effect and ±100 for the full control effect. The list is partial; the hit share may differ from the screen's.

SMILES	HCMV antiviral
COC(=O)c1cccc(N2C(=O)C[C@](Sc3ccc(OC)cc3)(C(=O)N3CCN(c4ncccn4)CC3)[C@H]2c2ccc(OC)cc2)c1	-25.0
COc1ccc(C(C)c2cc3c(cc2OCC(=O)O)OCO3)cc1 (centres undefined)	-14.3
COC(=O)c1cc2c(c3c4ccccc4n(S(=O)(=O)c4ccc(OC)cc4)c13)C(=O)N(Cc1ccco1)C2	131.7
CCOC(=O)c1cccn1C1C(=O)N(Cc2ccc(C(F)(F)F)cc2)c2ccccc21 (centres undefined)	-5.3
N#Cc1ccc(S(=O)(=O)N[C@H]2CC[C@@]34CCCN3C(=O)CCC[C@H]4[C@H]2Cc2ccccc2)cc1	-34.7
CC(C)Oc1ccc(Nc2cc3c(cn2)cc(-c2cccnc2)n3C)cc1	-6.4
C[C@@H]1CN([C@@H](C)CO)C(=O)CCCn2cc(nn2)CO[C@H]1CN(C)C(=O)Nc1cccc(C(F)(F)F)c1	-12.8
c1ccc(COCc2ccccc2)cc1	-4.3
COC(=O)C1=C(C)N(C)C(=NCc2ccc3c(c2)OCO3)NC1c1ccc(C(F)(F)F)cc1 (centres undefined)	?
COc1ccc(CNS(=O)(=O)c2ccccc2Br)c(OC)c1	11.8
Cc1cc2c(c(=O)o1)[C@@]1(C(=O)N(C)c3ccc([N+](=O)[O-])cc31)C1=C(CCCC1=O)O2	-13.0
COc1ccc(CN2[C@@H](CC(=O)O)c3ccc(C(F)(F)F)cc3S2(=O)=O)cc1	53.9
CC1(C)O[C@@H]2[C@H](O1)[C@@H](O)C[C@H]2n1cnc2c(Cl)ncnc21	15.1
COc1cc(-c2nccc3[nH]nc(-c4ccncc4)c23)cc(OC)c1OC	-8.8
CS(=O)(=O)c1ccc(Nc2cc3c(cn2)ncn3Cc2ccco2)cc1	-18.4
COC(=O)C1(O)CC(c2ccccc2)C(C(=O)c2ccccc2)N1c1ccc(Cl)cc1 (centres undefined)	-17.9
C[C@@H]1CNC(=O)c2c(C(=O)N(C)Cc3ccccc3)ncn21	-11.4
COc1ccc(Nc2nccc3c2cc(-c2cccc(C(F)(F)F)c2)n3C)c(OC)c1	14.8
Cc1cccc(C)c1N=CN1c2ccccc2-n2cccc2C1CCc1ccccc1 (centres undefined)	3.9
CCOC(=O)c1cccn1C1C(=O)N(Cc2ccc(OC)cc2)c2ccc(OC)cc21 (centres undefined)	-5.6
COC(=O)c1cc(OC(C)C)ccc1NC(=O)[C@@]1(Sc2ccc(OC)cc2)CC(=O)N[C@@H]1c1ccc(OC)cc1	-39.1
NCCCNC(=S)NCCCN(Cc1ccc(Cl)cc1)c1ccc(Br)cn1	-18.5
COc1ccc(C2=C3CCC[C@]4(C)CCO[C@]34C=CC2=O)cc1	-11.5
O=C(c1nnnn1-c1ccc(Br)cc1)C1CC1	-25.8
CC(C)C[C@H]1COc2ccc(Cl)cc2S(=O)(=O)N1C[C@H](NC(=O)OC(C)(C)C)C(C)C	-31.7
(listing goes on)
SMILES	HCMV antiviral
Cc1ccc(C(=O)N2CCN(c3ncnc4c3cnn4-c3ccccc3)CC2)cc1	-76.9*
Cc1cccc(Cl)c1NC(=O)N(C)c1ccccc1	53.8
COC(=O)c1cccc2c([N+](=O)[O-])c(NC(C)=O)cc(C(=O)OC)c12	71.4
COC1=CC(C)C2CC3OC(=O)CC4C(C)=C(OC)C(=O)C(C2(C)C1=O)C34C (centres undefined)	18.1
COC(=O)C(/C=C/c1ccccc1)(c1cn(C)c2ccccc12)C(Nc1ccccc1)c1ccccc1 (centres undefined)	27.6
O=C(CN1CCN(Cc2ccc3c(c2)OCO3)CC1)N1c2ccccc2Sc2ccccc21	-12.3
CCCC(=O)OC[C@H]1CN(C2CCCC2)S(=O)(=O)c2c(Oc3ccc(F)cc3)cccc2O1	-13.5
C#CC1(O)CCC2C3CCC4=Cc5oncc5CC4(C)C3CCC21C (centres undefined)	?
COc1ccc([C@@H]2[C@@H](C(=O)N3CCOCC3)CC(=O)N2S(=O)(=O)c2ccc(F)cc2)cc1	4.0
O=C(NCc1cccc(Cl)c1)O[C@H]1CC[C@@]23CCCN2C(=O)CCC[C@H]3[C@H]1Cc1ccccc1	-0.4
CC1CCN(C(=O)C2CCC(CNS(=O)(=O)c3ccc4c(c3)C(C)(C)C(=O)N4C)CC2)CC1 (centres undefined)	?
COc1ccc(C(=O)C(C(=O)Nc2c(C)cccc2C)N(C(=O)Cc2ccc([N+](=O)[O-])cc2)c2ccccc2)cc1 (centres undefined)	-6.3
Cc1nc(NC(=O)C(C)(C)C)sc1[N+](=O)[O-]	-16.0
COc1ccc2c3n([n+]([O-])c2c1)C(C)CN=C3c1ccc(Cl)cc1 (centres undefined)	49.8
O=C1C(=Cc2cccs2)CCc2ccccc21	-6.0
COC(=O)Cc1nnn2c1[C@@H](C)[C@@H](c1ccccc1Br)OC[C@@H]2c1ccccc1	?
CCOC(=O)[C@@H]1CSCCS(=O)(=O)N1C(=O)[C@H](CC(C)C)NC(=O)OC(C)(C)C	-9.6
CCOC1=C2[C@H](c3ccccc3)N(S(=O)(=O)c3ccc(C)cc3)[C@H](C(C)C)[C@H]2C(C#N)(C#N)C(C#N)(C#N)C1	-76.4*
O=C(NC(O)C(Cl)(Cl)Cl)NC(O)C(Cl)(Cl)Cl (centres undefined)	-1.7
Cn1cnc(S(=O)(=O)N[C@H]2CC[C@@]34CCCN3C(=O)CCC[C@H]4[C@H]2Cc2ccccc2)c1	7.0
C[C@H]1[C@@H](NC(=O)Nc2ccc(F)cc2)CC[C@@]23CCCN2C(=O)CCC[C@@H]13	10.5
O=C1CC2c3cc(-c4cc5ccccc5o4)ccc3CCN2C(=O)CN1Cc1ccccc1 (centres undefined)	?
O=C(N[C@H]1CC[C@@]23CCCN2C(=O)CCC[C@H]3[C@H]1Cc1ccccc1)c1cccc(Cl)c1	-65.2*
CN(C)C(=O)c1cnc(Cc2c[nH]c3ccccc23)c(I)c1	23.3
COc1ccc2c(c1)CCC[C@]1(C)O[C@@H]1C(=O)c1ccccc1O2	-19.5

Some of the entries so far, field by field:
N#Cc1ccc(S(=O)(=O)N[C@H]2CC[C@@]34CCCN3C(=O)CCC[C@H]4[C@H]2Cc2ccccc2)cc1
  HCMV antiviral = -34.7
CC(C)Oc1ccc(Nc2cc3c(cn2)cc(-c2cccnc2)n3C)cc1
  HCMV antiviral = -6.4
C[C@@H]1CN([C@@H](C)CO)C(=O)CCCn2cc(nn2)CO[C@H]1CN(C)C(=O)Nc1cccc(C(F)(F)F)c1
  HCMV antiviral = -12.8
c1ccc(COCc2ccccc2)cc1
  HCMV antiviral = -4.3

Returning to the listing, repeating the 4 entries before the break.
SMILES	HCMV antiviral
O=C1CC2c3cc(-c4cc5ccccc5o4)ccc3CCN2C(=O)CN1Cc1ccccc1 (centres undefined)	?
O=C(N[C@H]1CC[C@@]23CCCN2C(=O)CCC[C@H]3[C@H]1Cc1ccccc1)c1cccc(Cl)c1	-65.2*
CN(C)C(=O)c1cnc(Cc2c[nH]c3ccccc23)c(I)c1	23.3
COc1ccc2c(c1)CCC[C@]1(C)O[C@@H]1C(=O)c1ccccc1O2	-19.5
O=C(OCc1ccccc1)c1ccc(O)cc1	17.9
COc1ccc(CNC(=O)c2cnc(N3CCN(Cc4ccccc4C#N)C3=O)s2)cc1OC	0.4
CCC(CC)NC(=O)O[C@H]1CC[C@@]23CCCN2C(=O)CCC[C@H]3[C@H]1Cc1ccccc1	?
C=C(c1ccccc1)[C@@H](C#N)C1CCCC1	-15.1
Cc1c(P(=S)(c2ccccc2)c2ccccc2)[n+]2ccccc2n1C/C=C/c1ccccc1	-99.1*
S=C1NCN(CC2CC2)CN1	-6.3
OCC[C@@H]1C[C@H](O)[C@@H](O)[C@@]2(OCCc3cc(C(F)(F)F)ccc32)O1	-2.5
COc1ccc2c(c1OC)C(CC(C)=O)N1CCc3cc4c(cc3C1C2=O)OCO4 (centres undefined)	13.8
C#CCN1CC(COCCCC)Oc2cccc(Oc3ccc(C(C)(C)C)c(C)c3)c2S1(=O)=O (centres undefined)	-22.0
C[C@H](CO)N1C[C@H](C)[C@@H](CN(C)C(=O)Nc2ccc(C(F)(F)F)cc2)OCc2cn(nn2)CCCC1=O	-5.6
O=S(=O)(N1CCCCC1)n1nnc2cc3ccccc3cc21	30.2
Cc1cccc(NC(=O)c2cc(S(=O)(=O)N3CCCCC3)c[nH]2)c1	-3.5
Cc1cc(N2CCN(C(=O)OC(C)(C)C)C[C@H]2C)ccc1N1CC[C@@H](O)C1	19.2
C[C@@H]1CN([C@@H](C)CO)C(=O)CCCn2nncc2CO[C@H]1CN(C)CC1CC1	-13.7
COC(=O)C(NC(=O)OCc1ccccc1)(c1ccc(Br)cc1)C(Nc1ccccc1)c1ccccc1 (centres undefined)	39.2
FC(F)(F)c1cccc(-c2n[nH]c3ccnc(-c4ccsc4)c23)c1	-60.2*
CC(C)Oc1ccccc1Oc1ccc2c(-c3ccccn3)noc2n1	-4.9
O=Nc1ccc(Cl)cn1	4.1
Nc1cc(-c2ccccc2)nc2ccccc12	7.7
O=C(Nc1ccccc1F)N1C[C@@H]2[C@H](c3ccccc31)[C@H](CO)N2C(=O)Nc1ccccc1	1.2
O=C1CCC[C@H]2[C@@H](Cc3ccccc3)[C@@H](NS(=O)(=O)Cc3ccccc3)CC[C@]23CCCN13	-16.9
Cc1ccc(N2CCN(S(=O)(=O)c3c(C)nc4sccn4c3=O)CC2C)cc1 (centres undefined)	1.3
COc1ccc(CNC(=O)N2CC3ON=C(c4ccccc4C)C3C2)cc1 (centres undefined)	-31.5
CCC(=O)N1[C@@H]2c3ccc(C4=CCCCC4)c(=O)n3C[C@H]1[C@H](CO)[C@H]2C(=O)N[C@@H](C)c1ccccc1	-8.6
COc1ccc(Nc2nccc3c2cc(-c2ccc(C(=O)N(C)C)cc2)n3C)c(OC)c1	-14.7
(next part)
SMILES	HCMV antiviral
Cc1ccc(-c2ccc([C@@H]3[C@@H](CO)N4C(=O)CN(C(=O)c5ccncc5)C[C@H]34)cc2)cc1	10.4
N#CCS(=O)(=O)c1cccc[n+]1[O-]	-2.3
C[C@H](CO)N1C[C@H](C)[C@@H](CN(C)C(=O)Nc2ccc(-c3cccs3)cc2)OCc2cn(nn2)CCCC1=O	-7.4
CC[C@H]1Nc2ccc(NC(=O)OC(C)(C)C)cc2[C@@H](NC(=O)OCc2ccccc2)[C@@H]1C	30.6
CCCC(=O)N1CC2(CCN(C)CC2)c2c(n(C)c3cc(OC)ccc23)[C@H]1CO	17.2
CC1=NC2=CC=CC3=NC(C(Cl)(Cl)Cl)=NC(=N1)N23	-21.0
COc1ccccc1-c1ccc(OCCCN2CCC(C(O)(c3ccccc3)c3ccccc3)CC2)cc1	-98.8*
C[C@H]1[C@@H](NC(=O)Nc2ccc(Cl)cc2)CC[C@@]23CCCN2C(=O)CCC[C@@H]13	-9.0
Cc1ccc(NS(=O)(=O)c2cc3c(cc2Br)NC(=O)CO3)cc1C	-36.3
CC1CCCCc2cc(O)ccc2OC(=O)CC1 (centres undefined)	-10.6
Fc1ccc(NN2CCOCC2)cc1-c1noc2ccccc12	-5.3
CCC[C@H]1[C@@H](NC(=O)Nc2ccc(Cl)cc2)CC[C@@]23CCCN2C(=O)CCC[C@@H]13	-14.1
O=C(c1ccc2c(c1)OCO2)N1C[C@H]2[C@@H](c3ccccc31)[C@H](CO)N2C(=O)CC1CC1	-5.9
CSc1sc(C(=O)O)c2c1C(=O)CC(C)(C)C2	14.3
Cc1noc(C)c1S(=O)(=O)N(C)C[C@@H]1OCc2cnnn2CCCC(=O)N([C@@H](C)CO)C[C@@H]1C	-10.4
CC(=NNc1ccc2ccccc2n1)c1ccccn1	-101.0*
CCC[C@H]1[C@@H](NS(=O)(=O)c2ccc(Br)cc2)CC[C@@]23CCCN2C(=O)CCC[C@@H]13	29.0
COc1ccc2c3c(n(C)c2c1)[C@H](CO)N(C(=O)c1ccccn1)CC31CCN(C(=O)Cc2ccccc2)CC1	5.9
S=C1NCCN1c1ccc(Cl)cc1	-18.9
Cc1cc(Br)cn2c(Cc3ccccc3C(F)(F)F)c(-c3ccc(F)cc3)nc12	17.1
CN(C)CCNC(=O)c1cccc(-c2cnc3ccc(-c4cccc(F)c4)nn23)c1	?
CC(C)NC(=O)N(C)C[C@H]1OCc2cn(nn2)CCCC(=O)N([C@H](C)CO)C[C@@H]1C	-3.4
COC(=O)C1=C(C)N(Cc2ccccc2C(F)(F)F)C(=NCc2ccc3c(c2)OCO3)NC1c1cccc(Cl)c1 (centres undefined)	2.7
O=C1[C@@H]2[C@H](C(=O)N1C[C@@H](COCc1ccccc1)Oc1cccc3c1S(=O)(=O)N(CCc1ccc(F)cc1)C[C@H](COCc1ccccc1)O3)[C@@H]1C=C[C@H]2C1	5.5
COc1ccc(-c2nc3ccc(C)cn3c2Cc2ccccc2C(F)(F)F)cc1OC	-1.7
(further entries)
SMILES	HCMV antiviral
O=C(Cc1cccs1)N[C@H]1CC[C@@]23CCCN2C(=O)CCC[C@H]3[C@H]1Cc1ccccc1	-4.0
CC(C)(C)OC(=O)/C=C/[C@@H]1Cc2ccccc2N1	32.9
COCC(=O)N1CC(=O)N2[C@@H](CO)[C@@H](c3ccc(Br)cc3)[C@@H]2C1	-19.8
COc1ccc(NC(=O)N2c3ccc(OC)cc3[C@@H](NCc3ccc(C)o3)[C@H](C)[C@H]2c2ccccc2)cc1	6.3
O=S(=O)(NCc1ccc(Cl)c(Cl)c1)c1cc(Cl)ccc1N1CC[C@@H](O)C1	-25.3
O=C(c1ccccc1)N1CC(=O)N2[C@@H](CO)[C@@H](c3ccc(Br)cc3)[C@@H]2C1	14.7
C[C@H]1[C@@H](NC(=O)NCc2ccccc2)CC[C@@]23CCCN2C(=O)CCC[C@@H]13	-37.7
C[C@H]1[C@@H](NC(=O)Nc2ccccc2)CC[C@@]23CCCN2C(=O)CCC[C@@H]13	-0.2
CCCCNc1ccc2c(c1)OC[C@H](Cc1ccccc1)NS2(=O)=O	4.9
